Source: PubChem BioAssay (National Center for Advancing Translational Sciences (NCATS))
GALK inhibitor = galactokinase (human) inhibition. P51570. Purified GALK, Kinase-Glo residual ATP luminescence. Potency, µM (highest dose often 57.5 µM), for inactives: top-dose activity change, negative = inhibition, actives largely listed as inhibitors. actives 0.007% (n = 270,000). AID 1868; also: potency is read from the fitted curve at half-maximal effect; % is scaled to controls: 0 for no effect and ±100 for the full control effect
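ATP-depletion format; final 35 uM ATP, 100 uM D-galactose, 5 nM enzyme; pH 8.0 HEPES/Mg2+ buffer; 60 min RT; luminescence read 10 min after detection reagent.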
Tb PFK inh = blocks T. brucei phosphofructokinase; AID 485367; T. brucei PFK, ADP-Glo luminescence; actives 0.17% (n = 330,000); O15648; Potency, µM (top dose mostly 57.5 µM), without a hit: at the highest dose activity, negative = inhibition, hits mostly inhibitors;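 also: potency is read from the fitted curve at half-maximal effect; 0% = uninhibited 1x PFK enzyme wells and -100% = no-enzyme wells; nearly all actives have a fitted effect of over 60% in size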
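In TEA buffer at pH 8.0 with 5 mM MgCl2, enzyme (1.25 nM) converted F6P (0.5 mM) and ATP (0.1 mM) for 45 min at room temperature. ADP product was read by luciferase luminescence.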
AT treatment = candidate therapy for ataxia-telangiectasia | […] A-T fibroblasts, KAP-1 phosphorylation AlphaLISA; neocarzinostatin DNA damage 30 min before lysis | Potency, µM (doses to about 57.5 µM), for inactives: at the top dose activation, usual class: activators | actives 0.19% (n = 320,000); also: potency is read from the fitted curve at half-maximal effect; % of control where 0% means no effect; nearly all actives have a fitted effect of over 45% in size
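ATM-like activity read as KAP-1 phosphorylation via AlphaLISA donor/acceptor antibody pairs after lysis and 6 hr at 25C. Cells were ATM-null patient fibroblasts ([…], hTERT), dosed 60 min, then exposed to the DSB inducer NCS for 30 min.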
TCR act = T cell receptor activation; primary human leukocytes, anti-CD3, IL-2 HTRF, 48 h; Potency, µM (highest dose often 9.22 µM), inactives show top-dose activation of IL-2 secretion, actives largely listed as activators; 330,000 tested, under 10 active; also: % of control where 0% means no effect
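Readout: HTRF IL-2, Eu-cryptate/d2 antibody pair, 320nm excitation, 665nm emission. Stimulus: a-CD3 beads, no co-stimulation. Cells: primary human leukocytes. Exposure: 48 hr with compound.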
BCR signal inh = blocks chronic active B-cell receptor signaling; ABC-DLBCL IkBa-CBG/CBR reporter, luminescence ratio, 4 h; Potency, µM (doses to about 46.1 µM), inactives show at the highest dose ratio change, negative = lower green/red ratio, usual class: inhibitors; actives 0.05% (n = 340,000); active = well fitted inhibition curve with a large enough effect in the signal ratio, with a control signal flat, not every such curve was filed as active; inconclusive = small, poorly fitted or top-dose-only effect, or effect the other way, or a change in a side signal; the % refers to the signal ratio;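 also: potency is read from the fitted curve at half-maximal effect; plate controls were basal doxycycline-induced cells for no effect and cells given 10 µM MG132 for full effect; MG132 reads +100%, hits lower the ratio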
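Doxycycline induced both beetle luciferases in TMD8 lymphoma cells; IKK-driven degradation limits the IkappaBalpha-fused green signal, while red luminescence normalises for cell number and nonspecific effects. Compounds tested up to 46 uM, 4 hrs.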
KCNH2 WT inh = blocks the wildtype human KCNH2 potassium channel; U2OS, BacMam KCNH2, thallium flux FluxOr; active compounds read low; activity change, % at 1.84 µM; actives 0.37% (n = 340,000); AID 720551;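 active = maximum activity change below -70%; inconclusive = maximum activity change between -70% and -50%; inactive = maximum activity change above -50%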; also: % is scaled to controls: 0 for no effect and ±100 for the full control effect
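U2OS cells were transduced with wild-type KCNH2 virus (2.03 x 10^8 / mL) for 4 h at room temperature, then cultured overnight at 37 C. Thallium flux was read with FluxOr dye. Rate constants were normalized to DMSO controls.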
Giardia killer = kills Giardia lamblia | activity change, % at 7.66 µM, hits read low | Giardia lamblia trophozoite viability | actives 0.15% (n = 340,000) | AID 540267; in the data active = activity change below about -80%; inconclusive = between about -30% and that limit;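 also: parasites exposed to compound for two days anaerobically before the ATP read; % is scaled to controls: 0 for no effect and ±100 for the full control effect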
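Each well holds 100 Giardia trophozoites and compound. After two days (48 hrs) at 37 deg C in anaerobic conditions, ATP is quantified by luminescence.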
TSHR antag = blocks TSH signaling through the human TSH receptor; TSHR-expressing cells, TSH-stimulated cAMP HTRF, 2 h; active compounds read low; P16473; actives 0.2% (n = 330,000); activity change, negative = inhibition, % at 11.5 µM;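 active = activity change below a set negative limit, meaning inhibition stronger than a set level, cut at about -70% in these data; inconclusive = activity change between two set negative limits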; also: % is scaled to controls: 0 for no effect and ±100 for the full control effect
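TSHR-expressing cells were treated with compounds, then stimulated with TSH at EC80 (4nM final) for 2 hours at 37 deg C. Cellular cAMP was measured by HTRF competition between lysate cAMP and cAMP-d2 for a cryptate-labelled anti-cAMP antibody.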
FBPA coupling cs = inhibits coupling enzyme system, counter-screen for aldolase hits; coupling enzyme system counterscreen, AmpLite Red fluorescence; activity change, negative = inhibition, % at 58.2 µM, hits read low; actives 0.67% (n = 290,000); in the data active = activity change below about -30%; also: % is scaled to controls: 0 for no effect and ±100 for the full control effect
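First, compound is pin-transferred into glyceraldehyde-3-phosphate coupling-enzyme reagent at 57.5 uM final and held 10 min at RT. Next, substrate, coupling system and AmpLite Red are added. After 20 min RT, fluorescence (525/598 nm) is read.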
MLL CXXC-DNA inh = MLL CXXC-DNA interaction inhibition. actives 0.037% (n = 290,000). MLL-CXXC / FITC-HOXA9 DNA fluorescence polarization. Potency, µM (series often up to 115 µM), without a hit: at the highest dose activity change, negative = inhibition, most hits filed as inhibitors. Q03164; active = well fitted inhibition curve with a large enough effect in the polarisation, with a control signal flat, not every such curve was filed as active; inconclusive = small, poorly fitted or top-dose-only effect, or effect the other way, or a change in a side signal; inactive = no such curve, though single readings can be large or run the other way; the % refers to the polarisation; also: potency is read from the fitted curve at half-maximal effect
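Steps: dispense CXXC domain solution (7 uM) → pin compounds or unlabeled HOX-A9 DNA control → 5 min ambient → add FLSN-HOX-A9 solution (50 nM) → spin → 30 min ambient → fluorescence polarization. Tris pH 7.5/NaCl/DTT/BSA buffer.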
* marks the source's active call; other numbers are inactive results; ? = inconclusive; . = not tested or not shown; & = joins results of further samples; [ ] = remark or other dose. Unless noted, calls follow the shape of the dose curve; as a rule, active = well fitted curve in the direction sought with a large enough effect; inconclusive = small, poorly fitted or top-dose-only effect, or another doubt; inactive = no such curve, though single readings can be large; an effect the other way counts as inactive or inconclusive. This is a random part of the collection; about 1.6% have a hit in one of these screens.

SMILES	GALK inhibitor	Tb PFK inh	AT treatment	TCR act	BCR signal inh	KCNH2 WT inh	Giardia killer	TSHR antag	FBPA coupling cs	MLL CXXC-DNA inh
CCN(C(=O)CSc1nccc(=O)[nH]1)C1CCCCC1	.	12%	?	0%	5%	-2	2	.	.	.
O=C(/C=C/c1ccco1)N1CCN(S(=O)(=O)c2cccs2)CC1	.	-1%	-2%	3%	-5%	-1	-21	-4	2	6%
COc1ccc(NC(=S)N2CCC(c3nc4ccccc4[nH]3)CC2)c(OC)c1	0%	-9%	.	1%	8%	10	1	-8	0	0%
COc1ccc(Cl)cc1NC(=O)CCN1CCN(C)CC1	0%	-3%	4%	-2%	?	26	47[activator]	11	1	1%
O=C1NN(c2ccccc2)C(=O)C2C1C1C=CC2C12CC2 (stereo not given)	2%	-1%	-1%	0%[46.1 µM]	-2%	1	1	0	-1	6%
CCS(=O)(=O)N1Cc2ccccc2CC1C(=O)OCC(=O)N(C(C)C)C(C)C (stereo not given)	0%	1%	-1%	7%	4%	-17	0	11	0	1%
COCCCNC(=O)c1ccc(Cn2c(=O)[nH]c3ccccc3c2=O)cc1	.	1%	0%	3%	1%	-3	-5	1	1	-1%
CC1CC(C)CN(C(=O)COC(=O)C2CCN(S(=O)(=O)c3c(Cl)cccc3Cl)CC2)C1 (stereo not given)	.	0%	13%	-2%	1%	-6	-5	5	.	.
O=S1(=O)CCC(=Nc2ccc(Cl)cc2)c2ccsc21	1%	0%	4%	-1%	?	.	?	-7	-2	6%
CC(C)OC(=O)c1nnc(Cc2ccc(Cl)cc2)o1	.	-11%	12%	2%	3%	2	-17	-7	1	10%
Cc1ccc(C(=O)N2NC(c3ccc(F)cc3)C3C(=O)N(c4ccc(C)c(C)c4)C(=O)C32)cc1 (stereo not given)	.	-7%	23%	-7%	0%	-7	8	9	5	27%
CC(C)c1ccc(NC(=O)CCNS(=O)(=O)c2cc(Br)cnc2N)cc1	0%	-1%	-3%	8%	7%	-1	-1	-11	-2	-5%
O=S1(=O)CCC(NC(=S)Nc2ccc3ccccc3c2)C1 (stereo not given)	-1%	-5%	9%	7%	?	3	4	0	2	1%
CCCCn1c(N)c(N(CCOC)C(=O)c2cccc(S(=O)(=O)N3CCCCC3)c2)c(=O)[nH]c1=O	.	-1%	24%	-7%	0%	-1	-4	-6	.	.
CC(C)CN(CC(C)C)S(=O)(=O)N1CCC(C(=O)N2CCc3ccccc3C2)CC1	.	0%	15%	9%	-2%	-7	-8	3	0	-3%
CC1=CC(C)(C)N(C(=O)CN2C(=O)c3ccccc3C2=O)c2ccc(C)cc21	-1%	-5%	10%	-3%[46.1 µM]	-5%	-10	9	12	-10	-2%
O=S(=O)(NCc1ccccc1)c1cnc[nH]1	-1%	-3%	1%	-4%	1%	-9	-3	-4	1	-11%
CCOC(=O)c1c(NC(=O)CC2Sc3ccc(C(F)(F)F)cc3NC2=O)sc(C)c1C (stereo not given)	0%	0%	8%	5%[46.1 µM]	5%	2	-20	-4	-1	6%
O=c1cc(-c2ccccc2Cl)oc2cccc(O)c12	.	-4%	-15%	11%	0%	6	-6	13	1&3	20%
COc1ccc(CN=C2NN=C(c3cccc(OC)c3)CS2)cc1	-2%	-5%	-9%	-2%	-23%	5	9	8	-8	4%
COc1ccc([N+](=O)[O-])cc1NC(=O)c1ccccc1SC	9%	8%	5%	-2%	-4%	28	-6	-18	1	13%
CCn1c(CNC(=O)c2ccco2)nnc1SCC(=O)Nc1cc(C(F)(F)F)ccc1Cl	-1%	-5%	7%	0%	-6%	8	-16	-6	0	2%
Cn1c(=O)cc(OCC(=O)N2CCN(c3ccccc3F)CC2)c2ccccc21	8%	1%	5%	-10%	-10%	.	20	3	-1	0%
Cc1c(N(C(=O)Cc2cccs2)C2(C(=O)NC3CCCC3)CCCCC2)c(=O)n(-c2ccccc2)n1C	-2%	0%	-2%	-5%	5%	3	-4	5	0	-2%
CC(=O)Nc1cccc(NC(=O)Nc2ccc(C)c(Cl)c2)c1	0%	-2%	-2%	-1%	?	9	-27	-6	-1	5%
CC(=O)c1ccc(N2CCN(C(=O)/C=C/c3ccc(S(=O)(=O)NCc4ccco4)cc3)CC2)cc1	13%	-3%	0%	-2%	?	6	-10	-8	4	-3%
COc1cc(NC(=O)COC(=O)CO/N=C(\C)c2ccc3c(c2)OCO3)cc(OC)c1OC	.	0%	0%	5%	-11%	0	2	-14	.	.
Cc1[nH]n(-c2ccc(Cl)cc2)c(=O)c1N=Nc1cccnc1	-1%	0%	-2%	-3%	?	2	-19	6	-1	27%
Cc1ccc(NC(=O)CC(C)c2ccccc2)cc1S(=O)(=O)N1CCOCC1 (stereo not given)	.	6%	4%	-3%	-19%	-5	14	-14	.	.
CC1=NCCN1CCNC(=O)Nc1ccc(C(C)(C)C)cc1	-1%	3%	-3%	-5%	-2%	1	-19	-5	-2	7%
COc1ccccc1OC(C)C(=O)NNC(=S)NC1CCCC1 (stereo not given)	-1%	-1%	-1%	4%	-11%	-2	-3	-5	0	-2%
S=c1nc(COc2ccccc2)[nH]c2ccccc12	2%	-6%	-2%	-1%	?	-91*	-17	15	-8	13%
Nc1nc(Cl)cc(N2CCOCC2)n1	-1%	0%	-5%	2%	-24%	-5	-1	1	2	-3%
N#C/C(=C/c1ccco1)c1nc2ccccc2s1	3%	1%	-3%	4%[46.1 µM]	-5%	1	13	-4	-6	?
Cc1cc(F)ccc1S(=O)(=O)Nc1ccccc1C(=O)Nc1ncn[nH]1	-1%	0%	9%	1%	-4%	-2	-8	-24	-3	-11%
CCCCCC(=O)NNC(=O)c1ccc(-c2ccccc2)cc1	-1%	-6%	1%	3%	8%	4	-2	-9	0	17%
C#CCN1C(=O)C(O)(CC(=O)c2ccc3c(c2)OCCO3)c2ccccc21 (stereo not given)	2%	3%	-4%	0%	-1%	-1	15	-9	-2	2%
COC(=O)c1ccc(COC(=O)CNC(=O)CNC(=O)c2ccc(C)cc2)cc1	-1%	3%	8%	-9%	?	-17	-11	0	4	-25%
Cc1cc(C)n2nc(S(=O)(=O)Nc3c(Cl)cccc3Cl)nc2n1	-1%	2%	-2%	3%	?	5	-3	-4	19	1%
CCOc1c(Br)ccc2c1sc1nc[nH]c(=O)c12	3%	-2%	2%	-10%	4%	1	-6	-10	4	10%
Cc1cs/c(=N\N=C\c2cccc([N+](=O)[O-])c2)n1Cc1ccco1	0%	-2%	-1%	-2%[46.1 µM]	?	2	-12	-5	0	7%
Cc1ccc(OCCC(=O)N(CC(=O)Nc2ccccc2C(F)(F)F)Cc2ccco2)cc1	.	-2%	5%	2%	10%	0	15	-8	.	.
Cc1ccc(C)c(S(=O)(=O)Nc2cccc(-n3cnnn3)c2)c1	13%	-10%	-1%	-1%	-7%	-13	-5	-1	1	7%
CCN(CC)C(=O)CSc1nnc2nnc3cc(OC)ccc3n12	4%	-1%	7%	-2%	13%	-10	-18	-3	1	?
COCCn1c(C)cc(C(=O)COC(=O)/C=C/c2ccc(OC)cc2OC)c1C	.	-4%	-3%	2%	?	-2	-7	5	.	.
CC(C)(C)NS(=O)(=O)c1ccc(NC(=O)C2CCCCC2)cc1	0%	1%	-2%	-1%	?	-18	-16	8	-1	-3%
O=C(CCl)Nc1ccc2c(c1)OCO2	1%	2%	-1%	.	?	-2	5	4	2	-1%
CCOC(=O)c1nnn(-c2nonc2N)c1-c1cccs1	-1%	0%	3%	4%	9%	16	4	-6	-3	3%
COc1ccc(N2CCN(S(=O)(=O)c3cc4c(cc3C)N(C(C)=O)CCO4)CC2)cc1	.	-4%	1%	-7%	8%	2	-9	7	3	.
CC(C)c1ccc(C(=O)NC(=S)Nc2ccc3[nH]c(=O)[nH]c3c2)cc1	0%	-1%	4%	0%	?	-5	?	-2	0	3%
Cc1cccc(N(C)S(=O)(=O)c2ccc3c(c2)CCC(=O)N3)c1	0%	2%	2%	.	1%	.	-1	5	0	7%
CCOc1ccc(-n2nc3c(=O)[nH]nc(C)c3c2C)cc1	2%	-11%	2%	-4%[46.1 µM]	-1%	1	-4	2	3	-5%
C=CCn1c(N)cc(=O)nc1SCC(=O)N(c1ccccc1)c1ccccc1	-1%	-7%	-1%	-15%	?	3	13	9	2	-7%
CC(C)C[C@H](NC(=O)Nc1ccccc1F)C(=O)O	2%	5%	-2%	2%	17%	0	-13	8	4	17%
Cc1ccccc1COCCN1CCN(S(=O)(=O)c2ccccc2)CCC1=O	1%	15%	-24%	13%	?	1	-21	-4	0	-4%
